KCNQ1 pot = potentiators or activators of human KCNQ1 potassium channel; CHO-K1 KCNQ1, thallium flux FluxOR fluorescence; active compounds read high; B-score at 10 µM; 310,000 compounds, 0.35% hits; AID 2648;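 active = fluorescence ratio B-score, a plate-corrected score, at least three library SD, with initial intensity B-score within 5 SD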
Target sequence (P51787 whole entry, looked up): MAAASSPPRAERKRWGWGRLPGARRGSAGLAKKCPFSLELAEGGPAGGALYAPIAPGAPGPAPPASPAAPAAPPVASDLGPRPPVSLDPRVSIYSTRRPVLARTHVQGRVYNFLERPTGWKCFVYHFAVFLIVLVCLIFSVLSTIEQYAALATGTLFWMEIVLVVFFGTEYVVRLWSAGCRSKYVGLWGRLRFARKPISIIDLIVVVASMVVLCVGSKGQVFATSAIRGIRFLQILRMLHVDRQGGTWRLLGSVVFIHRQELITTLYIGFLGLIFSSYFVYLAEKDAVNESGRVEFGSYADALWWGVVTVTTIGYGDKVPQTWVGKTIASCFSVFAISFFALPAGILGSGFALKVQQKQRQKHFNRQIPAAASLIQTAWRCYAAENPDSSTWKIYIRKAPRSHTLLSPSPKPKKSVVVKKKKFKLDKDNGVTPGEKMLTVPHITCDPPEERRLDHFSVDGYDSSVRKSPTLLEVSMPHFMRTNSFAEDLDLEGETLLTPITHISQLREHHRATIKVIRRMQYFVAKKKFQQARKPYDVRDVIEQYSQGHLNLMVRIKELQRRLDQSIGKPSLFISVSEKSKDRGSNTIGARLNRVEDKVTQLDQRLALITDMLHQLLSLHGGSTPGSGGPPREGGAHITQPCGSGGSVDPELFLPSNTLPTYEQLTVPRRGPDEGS
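System: Stable KCNQ1 CHO-K1 line | Incubation: 90 min dye loading and 20 min compound exposure, both at room temperature | Measure: Ratio B score | Medium: Assay buffer for compound exposure, DMSO matched across wells | Compound dosing: Single-concentration screen | Probe or stimulus: K+/Tl+ depolarizing stimulus | Measured by: Kinetic FluxOR fluorescence, 10 s baseline plus 110 s post-stimulus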
KCNK9 inh = inhibitors of human KCNK9 two-pore domain potassium channel | HEK293 KCNK9, FluxOR thallium flux fluorescence; active compounds read low | B-score at 10 µM | 310,000 compounds, 1.2% hits | AID 488922;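 active = ratio B-score over 3 SD below the library mean, with starting fluorescence within 5 SD of its mean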;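 also: negative B-score means less thallium flux so channel inhibition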
Target sequence (Q9NPC2 whole entry, looked up, the tested form may be a part): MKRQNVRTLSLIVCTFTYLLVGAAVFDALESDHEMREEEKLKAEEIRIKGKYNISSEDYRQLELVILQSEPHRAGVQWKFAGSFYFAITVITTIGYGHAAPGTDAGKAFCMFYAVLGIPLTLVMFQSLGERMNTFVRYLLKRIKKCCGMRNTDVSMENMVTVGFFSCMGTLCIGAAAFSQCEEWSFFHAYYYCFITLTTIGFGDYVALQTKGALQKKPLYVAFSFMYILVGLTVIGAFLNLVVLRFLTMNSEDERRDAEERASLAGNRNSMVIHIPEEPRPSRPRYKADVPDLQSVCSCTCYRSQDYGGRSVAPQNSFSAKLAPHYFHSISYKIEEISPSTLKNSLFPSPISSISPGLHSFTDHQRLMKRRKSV
SKKanGAS inh = SKKanGAS growth inhibition; S. pyogenes SKKanGAS, kanamycin growth, BacTiter-Glo, 6 h; inhibition, % at 7.5 µM; 300,000 compounds, 1.3% hits;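 active = mean replicate score, as percent of positive control median, at least 50; inconclusive = mean below 50 but one replicate at or above 50; inactive = mean and every replicate below 50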;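 also: strain carries kanamycin resistance gene driven by streptokinase promoter and grows in 40 µg/ml kanamycin; loss of luminescence reflects streptokinase promoter inhibition or plain growth inhibition; 0% = median of DMSO wells and 100% = positive control at its reference dose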
KCNQ1 block = inhibitors of human KCNQ1 potassium channel; P51787; CHO-K1 KCNQ1, FluxOR thallium flux fluorescence; active compounds read high; B-score at 10 µM; 310,000 compounds, 1.3% hits; AID 2642;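 active = compounds whose thallium flux B-score, printed positive for inhibition, exceeds three library SD while starting fluorescence stays within three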;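 also: channel opened by potassium depolarization with thallium stimulus after 20 min compound exposure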
KCNK3 inh = human KCNK3 channel inhibition, primary screen. O14649. 340,000 compounds, 0.84% hits. B-score at 10 µM. CHO-KCNK3 thallium flux, FluxOR fluorescence; active compounds read low;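 active = B-score under library mean minus 4 SD, starting fluorescence ratio at most library mean plus 5 SD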;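 also: more negative B-score means stronger inhibition of thallium flux through KCNK3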
TMEM16A inh = mouse TMEM16A channel inhibition, primary screen. Q8BHY3. HEK293 TMEM16A/YFP iodide influx fluorescence, ionomycin. normalized B-score (activity score, 25-100; higher = stronger inhibition) at 10 µM. 310,000 compounds, 1.2% hits;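 active = ratio plate-corrected score three or more library SD toward inhibition, starting fluorescence score within five deviations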;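 also: score derived from kinetic fluorescence span divided by baseline fluorescence per well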
RGS4 act = potentiators or activators of RGS4; HEK293 M3R/inducible RGS4, carbachol calcium flux Fluo4; active compounds read low; B-score at 10 µM; 310,000 compounds, 0.92% hits; AID 463111;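 active = B-score of the integrated calcium signal more than 4 SD below the library mean, with starting fluorescence not abnormally high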;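 also: negative B-score means reduced calcium response which marks RGS4 activation or potentiation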
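Also added: carbachol at ECmax as muscarinic agonist stimulus; Assay system: HEK293 cells with stable M3R and inducible RGS4; Timing: overnight RGS4 induction, 30 min dye load 37 °C, 20 min compound RT; Measured by: Fluo4-AM (2 µM) calcium-flux fluorescence, kinetic read.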
RGS4 block = human RGS4 inhibition. HEK293 M3R/RGS4 inducible, Fluo-4 calcium flux; active compounds read high; triggered by carbachol at its EC20. B-score at 10 µM. 310,000 compounds, 0.45% hits. AID 463165;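 active = B-score, a plate-corrected calcium signal, over three deviations above library mean, with baseline fluorescence within five deviations of library mean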;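 also: RGS4 expression induced by doxycycline in cells with stable M3 receptor; B-score is computed from the integrated fluorescence ratio over baseline after carbachol; higher B-score means a larger calcium signal and so more RGS4 inhibition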
HDAC3 inh = inhibitors of human histone deacetylase 3; O15379; recombinant HDAC3, fluorogenic peptide/trypsin coupled, fluorescence; inhibition, % at 8.3 µM; 320,000 compounds, 0.15% hits; in the data active = inhibition above about 26%, passing the limit was not always enough; inconclusive = no clear call, values can overlap the other calls
TMEM16A act = mouse TMEM16A channel activation, primary screen; HEK293 TMEM16A/YFP-H148Q/I152L, iodide quench fluorescence; active compounds read low; B-score at 10 µM; 340,000 compounds, 0.3% hits; AID 623877;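 active = fluorescence-ratio B-score plate-corrected deviation score at least 3 library SD below zero, with starting fluorescence score within 5 deviations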;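 also: channel opened by trigger with iodide after compound preincubation; score built on the fluorescence ratio of max minus min over baseline; more negative score means more quench and so TMEM16A activation or potentiation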
hERG protect = hERG (human) protection from proarrhythmic block | Q12809 | CHO-hERG, FluxOR thallium flux, dofetilide IC70 present | activation (rescue from dofetilide block), less the hit threshold, % at 10 µM | 310,000 compounds, 0.51% hits;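 active = activation above the mean of controls blocked by dofetilide plus 5 SD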;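 also: thallium influx through hERG after potassium depolarization seen as dye fluorescence rise; in these data hits start at about 4.7%; inactives centre near -7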
* hit, by the source's call; i = inactive; ? = inconclusive; . = no result given.

SMILES	KCNQ1 pot	KCNK9 inh	SKKanGAS inh	KCNQ1 block	KCNK3 inh	TMEM16A inh	RGS4 act	RGS4 block	HDAC3 inh	TMEM16A act	hERG protect
O=C(CNC(=O)c1cccs1)Nc1ncccc1O	i	i	-2	i	i	i	i	i	-4	i	-13
CCC(C)NS(=O)(=O)c1ccc(NC(=O)Cc2ccc(OC)cc2)cc1 (configuration not stated)	i	i	-4	i	i	i	i	i	0	i	-9
CCOc1ccc(N2C(=O)/C(=C\c3ccccc3OC)S(=O)(=O)C2c2cccc([N+](=O)[O-])c2)cc1 (configuration not stated)	i	i	-2	i	i	i	i	i	11	i	-8
COc1cccc(C(=O)NNC(=O)c2cccc(F)c2)c1	i	i	2	i	i	i	i	i	9	i	-12
COc1ccc(C(c2nnnn2C2CCCCC2)N2CCN(c3ccc(OC)cc3)CC2)cc1 (configuration not stated)	i	i	-2	i	i	i	i	i	3	i	-7
Cc1cc(OCC(=O)Nc2ccccc2N2CCCCC2)ccc1C(C)C	i	i	-5	i	i	i	i	i	4	i	-10
CC(C)n1c(O)c(N=NC(=O)c2ccccc2NS(=O)(=O)c2cccs2)c2ccccc21	i	i	32	i	i	i	i	i	-1	i	-2
Cc1ccc(NC(=O)CCC(=O)OCC(F)(F)C(F)F)cc1	i	i	-7	i	i	i	i	i	0	i	-2
CCC(C)C(N)C(=O)NC(CCC(=O)OCc1ccccc1)C(N)=O (configuration not stated)	i	i	2	i	i	i	i	i	10	i	-9
Cc1ccc(C(=O)NCC2CCCO2)o1 (configuration not stated)	i	i	-2	i	i	i	i	i	-4	i	-16
Cc1cc(C)n(-c2ccc(NC(=O)C3CCN(Cc4ccc(C)o4)CC3)cc2)n1	i	i	3	i	i	i	i	i	-3	i	-6
O=C(NN=C1CCCC1)c1cc(-c2ccccc2)n[nH]1	i	i	0	i	i	i	i	i	?	i	-6
C#CCNC(=O)C1=C[C@@H](c2ccc(C(F)(F)F)cc2)C[C@@H](OCCCCO)O1	i	i	6	i	i	i	i	i	8	i	-6
O=C(O)CSc1ccc2nnc(-c3cccnc3)n2n1	i	i	-1	i	i	i	i	i	-3	i	-4
Cc1ccc(S(=O)(=O)N2CCN(C)CC2)c(C)c1N(C)S(=O)(=O)c1ccc(Cl)cc1	i	i	-2	i	i	i	i	i	0	i	-8
CCn1c(CC(=O)Nc2ccccc2)nnc1SCC(=O)NC1=NCCS1	i	i	-2	i	i	i	i	i	-3	i	-5
CNC(=O)CN(CCc1ccccc1)S(=O)(=O)c1ccc(OC)cc1	i	i	1	i	i	i	i	i	-4	i	-4
CC1(C)C(=O)OC(c2cccs2)C2(CCCCC2)C1=O (configuration not stated)	i	i	4	i	i	i	i	i	1	i	-10
CCOC(=O)C1C(c2cccc(Cl)c2Cl)NC(=O)NC1(O)C(F)(F)F (configuration not stated)	i	i	4	i	i	i	i	i	-8	i	-12
C/C(N)=C(/C#N)C(=O)CSc1nc2ccccc2c(=O)n1-c1ccc(C)c(Cl)c1	i	i	9	i	i	i	i	i	-1	i	-4
Cn1nnnc1SCc1ccc(F)cc1	i	i	-6	i	i	i	i	i	3	i	-8
Cc1nnc(NC(=O)c2cccc(NC(=O)C(C)C)c2)s1	i	i	-9	i	i	i	i	i	4	i	-9
CN(C)c1cccc(NC(=O)c2ccco2)c1	i	i	-4	i	i	i	i	i	-1	i	-7
CCOC(=O)C1CCN(c2c(NCCCN(C)C3CCCCC3)c(=O)c2=O)CC1	i	i	1	i	i	i	i	i	7	i	-10
CCCCn1c(N)c(N(CCC(C)C)C(=O)CCN2C(=O)C3CC=CCC3C2=O)c(=O)[nH]c1=O (configuration not stated)	i	i	2	i	i	i	i	i	-4	i	-4
CCOc1ccc(C(O)c2nccn2C)cc1 (configuration not stated)	i	i	-4	i	i	i	i	i	-6	i	-2
COc1ccccc1NC(=O)c1c(N=Cc2cccc([N+](=O)[O-])c2)cnn1C	i	i	11	i	i	i	i	i	-6	i	-2
COc1cc(O)c(C(C)=O)c(CC(=O)O)c1	i	i	-1	i	i	i	i	i	-4	i	-8
O=C(NCc1ccc(F)cc1)C(=O)NCC1OCCN1C(=O)c1ccc(Cl)cc1 (configuration not stated)	i	i	5	i	i	i	i	i	-1	i	-9
Cc1noc(NS(=O)(=O)c2ccc(NC(=O)Nc3ccc(Cl)c(Cl)c3)cc2)c1C	i	i	28	i	i	i	i	i	6	i	-14

Overlap with the part before: two entries; new compounds follow.
SMILES	KCNQ1 pot	KCNK9 inh	SKKanGAS inh	KCNQ1 block	KCNK3 inh	TMEM16A inh	RGS4 act	RGS4 block	HDAC3 inh	TMEM16A act	hERG protect
O=C(NCc1ccc(F)cc1)C(=O)NCC1OCCN1C(=O)c1ccc(Cl)cc1 (configuration not stated)	i	i	5	i	i	i	i	i	-1	i	-9
Cc1noc(NS(=O)(=O)c2ccc(NC(=O)Nc3ccc(Cl)c(Cl)c3)cc2)c1C	i	i	28	i	i	i	i	i	6	i	-14
CCCCCC1(C(=O)OCC)CC(CSC(=N)N)OC1=O (configuration not stated)	i	i	-21	i	i	i	i	i	-3	i	-3
COc1cccc(-c2noc(N)c2C#N)c1	i	i	0	i	i	i	i	i	-3	i	-8
COc1ccc(C(=O)N/C(=C/c2cccs2)C(=O)NC(C)(C)C)cc1OC	i	i	.	i	i	i	i	i	-1	i	-14
CCn1c(=O)cc(SCC(=O)Nc2ccc3c(c2)OCO3)c2ccccc21	i	i	-4	i	i	i	i	i	1	i	-12
Cc1cccc(-n2cc(CN3CCCN(C=O)CC3)c(-c3cccc(F)c3)n2)c1	i	i	7	i	i	i	i	i	-5	i	-15
Cc1ccc(Nc2nc(Cl)nc(NC3CCCCC3)n2)cc1	i	i	7	i	i	i	i	i	8	i	-7
CC1CCN(CCC(=O)Nc2ccc(Cl)cc2)CC1	i	i	1	i	i	i	i	i	4	i	-10
CSc1nnc(Cn2c(=O)sc3ccccc32)n1CCc1ccccc1	i	i	-4	i	i	i	i	i	8	i	-9
Cc1cccc(CCNC(=O)CCc2nc(-c3ccccc3F)no2)c1	i	i	-1	i	i	i	i	i	18	i	-11
NC(=O)NOCc1c(F)cccc1Cl	i	i	-6	i	i	i	i	i	-1	i	-7
CN(C)CCCN(Cc1ccc2c(c1)OCO2)C(=O)NC1CCCCC1	i	i	1	i	i	i	i	i	2	i	-3
Cc1ccc2nc(/C(C#N)=C/c3ccc(-c4ccccc4C(=O)O)o3)[nH]c2c1	i	i	14	i	i	i	i	i	7	i	-14
CC(=O)c1cccc(NC(=O)N2CC(C)OC(C)C2)c1 (configuration not stated)	i	i	-3	i	i	i	i	i	0	i	-11
O=C(Nc1nnc(SCc2cccc3ccccc23)s1)C1COc2ccccc2O1 (configuration not stated)	i	i	26	i	i	i	i	i	.	i	-8
Nc1ccc2nn(-c3cc([N+](=O)[O-])ccc3O)nc2c1	i	i	34	i	i	i	i	i	-7	i	-9

Looked up above:
COc1ccc(C(=O)N/C(=C/c2cccs2)C(=O)NC(C)(C)C)cc1OC | hERG protect = -14
Cc1ccc2nc(/C(C#N)=C/c3ccc(-c4ccccc4C(=O)O)o3)[nH]c2c1 | hERG protect = -14

More results.
SMILES	KCNQ1 pot	KCNK9 inh	SKKanGAS inh	KCNQ1 block	KCNK3 inh	TMEM16A inh	RGS4 act	RGS4 block	HDAC3 inh	TMEM16A act	hERG protect
COC(=O)Cc1[nH]c(Cl)nc1C(N)=O	i	i	-2	i	.	i	i	i	-5	.	-9
O=C(CSc1nnc(-c2cccnc2)o1)Nc1ccccn1	i	i	4	i	i	i	i	i	-2	i	-5
Cc1c(C(=O)Nc2ccc(S(=O)(=O)Nc3ncccn3)cc2)oc2ccc(Cl)cc12	i	i	24	i	i	i	i	i	8	i	0
Cc1oc(/C=N/NS(=O)(=O)c2ccccc2)cc1Br	i	i	2	i	i	i	i	i	-2	i	-3
CSc1ccccc1C(=O)NCCOc1ccccc1C	i	i	2	i	i	i	i	i	.	i	-5
N#Cc1c(SCC(=O)O)nc(-c2ccccc2)c2c1CCCC2	i	i	0	i	i	i	i	i	2	i	-2
O=C(OCc1ccc([N+](=O)[O-])cc1)C1CC(=O)N(CCc2ccccc2)C1 (configuration not stated)	i	i	-5	i	i	i	i	i	1	i	-9
CCN(CC)CCOC(=O)c1ccc(NC(=O)CNC(=O)C2CCCCC2)cc1	i	i	-3	i	i	i	i	i	1	i	-2
CN(C)C(=O)c1ccc(Nc2nc(-c3cccs3)nc3ccccc23)cc1	i	i	-1	i	i	i	i	i	0	i	-28
CCCC(=O)NC(c1ccccc1Cl)c1c(O)ccc2ccccc12 (configuration not stated)	i	i	-1	i	i	i	i	i	-8	i	-5
CSCC[C@H](NC(=O)Nc1ccc(Oc2ccccc2)cc1)C(=O)O	i	i	-22	i	i	i	i	i	-12	i	-9
CNC(=O)CSc1nc2sccc2c(=O)n1-c1ccccc1	i	i	6	i	i	i	i	i	7	i	-5
CCC(=O)CCC(=O)c1ccc2ccccc2c1	i	i	-12	i	i	i	i	i	-2	i	-16
COc1cccc(C2/C(=C(/O)c3cnn(-c4ccccc4)c3C)C(=O)C(=O)N2CCN(C)C)c1OC (configuration not stated)	i	i	1	i	i	i	i	i	2	i	-7
Cc1ccccc1CN(CC(=O)Nc1cccc([N+](=O)[O-])c1)S(=O)(=O)c1ccc(Cl)cc1	i	i	14	9*	i	i	-7.2*	i	6	i	-10
Cc1ccc(NC(=S)N2CCN(C3CCCCC3)CC2)cc1	i	i	-4	i	i	i	i	i	-3	i	-10
O=C(COC(=O)CNC(=O)C12CC3CC(CC(C3)C1)C2)NC1CCS(=O)(=O)C1 (configuration not stated)	i	i	0	i	i	i	i	i	-3	i	-21
O=C(O)c1ccc(COc2ccccc2/C=C2\NC(=O)N(Cc3ccccc3F)C2=O)cc1	i	i	23	i	i	i	i	i	-4	i	-14
CCCn1c(=O)c2sccc2n2c(CCCC(=O)NCc3cccnc3)nnc12	i	i	-3	i	i	i	i	i	-11	i	-12

Bioassay records from PubChem BioAssay.
